D2 potentiator: positive allosteric modulators of human D2 dopamine receptor. P14416. HEK293 T-REx D2, calcium flux, EC20 dopamine potentiation. potentiation, % at 10 µM. hit rate 0.34% among 340,000;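 active = potentiation over 3 SD above the plate norm, cut at about 30% in these data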; also: 0% is about no effect
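Potentiation of an EC20 dopamine calcium response measured kinetically over 180 s, after a preceding 180 s compound-only read flagging agonists. Cells: inducible Hek293 Trex D2 line, 4000/well, cultured overnight at 30 C before dye loading.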
D1 ag: agonists of human D1 dopamine receptor | P21728 | hit rate 1% among 360,000 | HEK293 T-REx D1 cells, calcium flux, agonist mode | activation, % at 2 µM | AID 504660; in the data active = activation above about 30%; also: 0% is about no effect
Target sequence (P21728 whole entry, looked up): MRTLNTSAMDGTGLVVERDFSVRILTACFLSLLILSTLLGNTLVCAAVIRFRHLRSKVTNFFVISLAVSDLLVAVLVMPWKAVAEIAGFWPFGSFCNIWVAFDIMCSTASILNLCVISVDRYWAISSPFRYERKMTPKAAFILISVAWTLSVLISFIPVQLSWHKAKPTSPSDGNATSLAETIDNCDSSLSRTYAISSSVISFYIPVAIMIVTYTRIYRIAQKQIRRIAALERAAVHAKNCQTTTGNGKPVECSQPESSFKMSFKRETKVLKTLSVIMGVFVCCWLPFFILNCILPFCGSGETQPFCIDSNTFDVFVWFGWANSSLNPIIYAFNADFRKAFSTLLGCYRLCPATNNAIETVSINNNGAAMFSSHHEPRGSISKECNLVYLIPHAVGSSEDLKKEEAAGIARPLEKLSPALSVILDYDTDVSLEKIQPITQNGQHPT
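Inducible HEK293 T-REx D1 cells, force-coupled to calcium signalling, were plated at 4000 cells/well with tetracycline and held overnight at 30 C. After no-wash calcium dye loading, compound-evoked calcium rise over 180 s flagged agonists.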
D1 potentiator: enhances dopamine response at the human D1 receptor; potentiation, % at 10 µM; hit rate 0.036% among 360,000; AID 504651; HEK293 TREx D1 cells, calcium flux, dopamine EC20 potentiation; in the data active = potentiation above about 30%; also: 0% is about no effect
Vif-A3G inh: Vif-A3G binding inhibition | Q9HC16 | HeLa A3G-eYFP + Vif (tagged APOBEC3G with the HIV-1 protein that degrades it), YFP fluorescence, overnight | Potency, µM (highest dose often 46.1 µM), without a hit: at the top dose activity, negative = active, most hits filed as inhibitors | hit rate 0.076% among 410,000;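 also: potency is read from the fitted curve at half-maximal effect; % is scaled to controls: 0 for no effect and ±100 for the full control effect; nearly all actives have a fitted effect of over 60% in size; hits raise eYFP signal because A3G escapes Vif-driven loss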
Target sequence (Q9HC16 whole entry, looked up): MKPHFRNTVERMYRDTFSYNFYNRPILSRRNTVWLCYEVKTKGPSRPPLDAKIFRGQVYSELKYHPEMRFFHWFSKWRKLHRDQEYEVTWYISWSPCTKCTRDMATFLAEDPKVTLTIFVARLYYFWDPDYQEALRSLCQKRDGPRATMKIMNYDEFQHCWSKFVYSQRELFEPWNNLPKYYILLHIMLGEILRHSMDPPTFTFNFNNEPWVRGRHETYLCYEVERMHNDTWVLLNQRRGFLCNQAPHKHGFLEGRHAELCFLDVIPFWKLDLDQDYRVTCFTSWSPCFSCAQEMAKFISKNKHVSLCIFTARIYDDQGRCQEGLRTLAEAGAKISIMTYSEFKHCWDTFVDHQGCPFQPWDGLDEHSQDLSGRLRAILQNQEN
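HeLa cells stably expressing Vif and C-terminally eYFP-tagged A3G, seeded overnight at 37 deg C, then exposed to compound by pintool overnight at 37 deg C. Rise in yellow fluorescence (Ex 488/Em 500-530, Acumen) marks blocked Vif-driven A3G degradation.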
Glioma ERSR ind: induces the endoplasmic reticulum stress response in human glioma cells; hit rate 0.02% among 420,000; AID 602332; Potency, µM, inactives show at the highest dose activation, actives largely listed as activators; U87-MG GRP78 promoter luciferase reporter, 16 h; also: potency is read from the fitted curve at half-maximal effect; series mostly up to about 76 µM; % of control where 0% means no effect; nearly all actives have a fitted effect of over 35% in size
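Stably transfected U87-MG glioma cells carrying a GRP78-based luciferase sensor; 16 h compound incubation. Luminescence end-point read 10 min after Bright-Glo addition at room temperature.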
LDHA block: blocks human lactate dehydrogenase A | purified LDHA, NADH/diaphorase-resazurin fluorescence; active compounds read low | AID 1347041 | hit rate 0.15% among 480,000 | activity change, % (values are at about 110 or 230 µM); in the data active = activity change below about -30%; inconclusive = mostly about -25% to -30%;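 also: plate controls were DMSO wells for no effect and wells without enzyme for full effect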
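LDH5 2 nM; NADH 0.06 mM, pyruvate 0.2 mM; 200 mM Tris pH 7.4, EDTA, Tween-20; 5 min RT. Detection: diaphorase 0.133 mg/mL + resazurin 37 µM, fluorescence ex540/em590 at 0 and 20 min; normalized to enzyme-free and DMSO wells.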
D1 antagonist: blocks dopamine activation of the human D1 receptor; HEK293 TREx D1 cells, calcium flux, dopamine EC80; active compounds read low; activity change, negative = inhibition, % at 10 µM; hit rate 3.2% among 360,000; AID 504652; in the data active = activity change below about -30%; also: % is scaled to controls: 0 for no effect and ±100 for the full control effect
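Kinetic fluorescence of a calcium dye serves as the read-out. D1-expressing Hek293 Trex cells, induced overnight at 30 C, are exposed to compound for 180 s before an EC80 dopamine addition, then read 180 s further.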
Vif-APOBEC3F blk: inhibitors of Vif-A3F interaction; AID 602313; hit rate 0.2% among 390,000; Potency, µM (series often up to 46.1 µM), inactives show at the top dose activity, negative = active; HeLa A3F-eYFP + Vif (tagged APOBEC3F with the HIV-1 protein that degrades it), YFP fluorescence increase; also: potency is read from the fitted curve at half-maximal effect; % of control where 0% means no effect; nearly all actives have a fitted effect of over 65% in size
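HeLa cells stably expressing A3F-eYFP plus Vif, plated and incubated overnight at 37 deg C, then exposed to compounds overnight at 37 deg C. Blocked degradation read as raised yellow fluorescence (Ex 488/Em 500-530).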
RXFP1 agonist: activates the human relaxin receptor RXFP1 | Q9HBX9 | HEK293T-RXFP1 cAMP TR-FRET, 30 min; response scale: percent of porcine relaxin response, buffer zero | Potency, µM (series often up to 57.5 µM), without a hit: at the top dose activation, most hits filed as activators | hit rate 0.3% among 370,000 | AID 2676; also: potency is read from the fitted curve at half-maximal effect; % is scaled to controls: 0 for no effect and ±100 for the full control effect; nearly all actives have a fitted effect of over 60% in size; many of its hits are not listed in these tables
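cAMP rise read by TR-FRET after 30 min, 37C compound exposure (up to 58 uM) in RXFP1-transfected HEK293 cells with Ro 20174 present. EC50 from Hill-equation fits, with 29 nM porcine relaxin as 100% and buffer as basal.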
Starred values were filed as active, the others as inactive; ? = inconclusive; nt = not tested or not shown; & = joins results of further samples. Unless noted, calls follow the shape of the dose curve; as a rule, active = well fitted curve in the direction sought with a large enough effect; inconclusive = small, poorly fitted or top-dose-only effect, or another doubt; inactive = no such curve, though single readings can be large; an effect the other way counts as inactive or inconclusive.

SMILES | D2 potentiator | D1 ag | D1 potentiator | Vif-A3G inh | Glioma ERSR ind | LDHA block | D1 antagonist | Vif-APOBEC3F blk | RXFP1 agonist
CN(C)c1ccc(C(=O)Nc2cccc(-c3nc4cccnc4s3)c2)cc1 | 16 | 3 | -2 | 0% | -3% | 3 | 2 | 5% | -1.3%
CC(C)c1ccc(OCC(=O)N(Cc2ccc(N(C)C)cc2)C2CCS(=O)(=O)C2)cc1 (stereo not given) | 5 | -1 | 3 | -3% | -3% | 8 | 12 | -2% | 1.7%
COCCOc1ccc(C(F)(F)F)cc1NC(=O)COC(=O)c1c(C)noc1C | -11 | 3 | -4 | 1% | -4% | 2 | 25 | -2% | -0.2%
COc1ccc(Cl)cc1NC(=O)CNc1ccc(F)cc1C | -2 | 0 | 4 | -2% | -5% | -2 | 12 | 5% | 2.3%
Cc1ccc2nc(-c3ccc4c(c3)OCCO4)cc(C(=O)O)c2c1 | nt | 2 | -6 | -18% | -5% | -6 | -2 | 4% | 5.0%
COc1cccc(/C(O)=C2/C(=O)C(=O)N(c3cc(C)on3)C2c2cccs2)c1 (stereo not given) | 2 | 3 | -11 | 0% | -2% | 6 | -4 | nt | 21%
COc1ccc(S(=O)(=O)N2CCOCC2)cc1NC(=O)Cc1coc2cc(C)c(C)cc12 | -13 | 2 | -5 | 0% | -1% | -2 | 4 | -5% | 4.5%
COc1cc(-c2cc(N3C(=O)Nc4ccccc4N3O)n[nH]2)cc(OC)c1OC | 2 | 1 | -9 | 5% | -2% | 7&-1 | -14 | -12% | 0.8%
Cc1c(NC(=O)C(C)OC(=O)c2cc(Cl)ccc2O)c(=O)n(-c2ccccc2)n1C (stereo not given) | 9 | 4 | -2 | 0% | -5% | -2 | 8 | 3% | 5.1%
CCN(CC(=O)NCc1cccs1)S(=O)(=O)c1ccc(F)cc1 | 15 | 0 | -8 | 0% | -3% | -5 | 8 | -3% | 0.6%
CC1(C)Cc2c(sc3nc(C4CCCCC4)n(N)c(=O)c23)CO1 | -3 | 2 | -4 | -3% | -1% | -8 | 0 | 1% | 0.8%
O=S(=O)(NC1CCCc2ccccc21)c1cnc[nH]1 (stereo not given) | -14 | 2 | -5 | -1% | -3% | -2 | -9 | 6% | -0.9%
CCc1noc(C)c1C(=O)Nc1nnc(C2CCCCC2)s1 | -4 | 4 | 0 | nt | nt | nt | 3 | nt | 0.4%
CCCc1c(C(=O)NNc2ccc(C)cc2)cnn1-c1ccccc1 | -5 | 8 | -9 | -11% | -4% | 5 | -2 | -12% | 1.4%
O=C1CCCCN1CCC(=O)N1CCCC(Nc2ccc(F)c(F)c2)C1 (stereo not given) | -3 | 1 | 1 | 1% | 0% | 0 | -4 | 1% | 0.2%
CCN(Cc1ccccc1)C(=O)C1CCN(S(=O)(=O)c2ccc3c(c2)OCCO3)CC1 | nt | 0 | 0 | 1% | 8% | -3 | -10 | 3% | 0.6%
Nc1nc2c(F)cccc2s1 | 10 | 1 | -6 | 1% | -1% | -4 | 1 | -30% | 2.5%
COc1ccc(Cn2ccnc2SCC(=O)Nc2ccccc2)cc1 | 14 | 7 | -4 | -1% | -3% | 3 | -6 | 2% | 1.4%
C/C(Cn1cnc([N+](=O)[O-])n1)=N\NC(=O)c1ccccc1 | -9 | 3 | 1 | 3% | 1% | 7 | -13 | 0% | -0.1%
N#CCSc1nnc(-c2ccc(F)cc2)n1N | -7 | 1 | -8 | -5% | -1% | -1 | -13 | -1% | 1.0%
Cc1nc2c(C)cccn2c1/C(O)=C1\C(=O)C(=O)N(CCN2CCOCC2)C1c1ccncc1 (stereo not given) | 1 | 7 | 0 | 1% | -3% | -3 | 2 | -10% | 9.4%
O=C1NC(c2ccccc2)=C(c2nc3ccccc3s2)C(c2ccc(F)cc2)N1 (stereo not given) | -2 | 0 | 3 | 0% | -1% | 4 | 0 | 3% | -0.2%
O=C(NCC1CCOCC1)c1ccc(OC2CCN(Cc3ccccn3)CC2)cc1 | -1 | 5 | -3 | 1% | 2% | 1 | -18 | -12% | 3.1%
Fc1ccc(C2CC(c3ccccc3)n3ncnc3N2)cc1 (stereo not given) | 1 | 1 | 3 | -1% | -4% | -6 | -6 | 0% | -1.1%
CCOC(=O)c1ccc(NC(=O)NCc2c(C)nn(CC)c2C)cc1 | 6 | 1 | -7 | -2% | -3% | -5 | 13 | -4% | 1.0%
CCCCN=C1NN=C(c2ccc3c(c2)OCCO3)CS1 | 6 | 9 | 0 | -8% | -9% | -2 | -2 | -2% | 3.5%
COC(=O)c1ccc(COC(=O)CNC(=O)CNC(=O)c2ccc(OC)cc2)cc1 | nt | nt | nt | -3% | -2% | -5 | nt | 1% | nt
CC(C)(C)C(=O)Nc1ccc(C(=O)OC2CCCCC2)cc1 | 1 | 1 | 7 | -4% | 8% | 0 | -4 | 3% | -0.1%
Cc1ccc2c(CSc3nc4ccccc4c(=O)n3CCCO)cc(=O)oc2c1C | 8 | 0 | -2 | -3% | -4% | -2 | 4 | -9% | 4.4%
COc1ccc2c(c1)O/C(=C\c1ccccc1O)C2=O | nt | nt | nt | 0% | 3% | -2 | nt | -24% | nt
CC(Sc1nnnn1C)C(=O)Nc1ccccc1 (stereo not given) | 13 | 2 | 0 | -4% | -4% | -2 | -11 | -15% | 0.4%
COc1ccc(Cl)cc1NC(=O)CN1CCCC1 | -23 | 2 | 8 | -1% | 2% | -9 | -24 | 5% | 1.4%
Cc1ccc(S(=O)(=O)N2CCC(C(=O)OC(C)C(=O)NC(N)=O)CC2)cc1C (stereo not given) | 15 | 4 | -5 | 0% | -3% | 0 | 1 | -5% | 0.0%
CC(=O)Nc1ccc(S(=O)(=O)Nc2cccc3[nH]ncc23)cc1 | 0 | 0 | -5 | 0% | -4% | 5 | 5 | 6% | 0.8%
COc1ccc(N(C)S(=O)(=O)c2ccc3c(c2)CCN3C(=O)C2CC2)c(OC)c1 | 1 | 12 | -5 | -18% | -3% | -2 | 3 | 4% | 1.8%
O=C(NC1CC1)c1cccc(NC(=O)c2cnn(-c3ccccc3)n2)c1 | nt | nt | nt | -6% | 1% | -3 | nt | -9% | nt
O=C(CN1CCN(C/C=C/c2ccccc2)CC1)Nc1ccc(F)cc1F | 4 | 7 | 2 | 1% | -4% | -6 | 31 | 0% | -1.0%
Cc1ccsc1C1NC(=O)c2ccccc2N1 (stereo not given) | 33* | 0 | 4 | ? | 1% | -2 | 11 | -9% | 3.4%
COc1ccc(C2=NN(C(=O)CN3CCOCC3)C(c3nc4ccccc4[nH]3)C2)cc1 (stereo not given) | nt | -1 | -3 | -1% | 2% | 2 | -14 | -5% | -3.4%
COc1ccc(C2=NS(=O)(=O)N(C)C(C(=O)Nc3ccc4c(c3)OCO4)=C2)cc1 | -10 | 9 | -6 | 0% | 2% | 3 | -23 | -6% | 0.5%

Looked up by structure from above (2):
SMILES | D2 potentiator | D1 ag | D1 potentiator | Vif-A3G inh | Glioma ERSR ind | LDHA block | D1 antagonist | Vif-APOBEC3F blk | RXFP1 agonist
COc1ccc(C2=NS(=O)(=O)N(C)C(C(=O)Nc3ccc4c(c3)OCO4)=C2)cc1 | -10 | 9 | -6 | 0% | 2% | 3 | -23 | -6% | 0.5%
O=C1NC(c2ccccc2)=C(c2nc3ccccc3s2)C(c2ccc(F)cc2)N1 (stereo not given) | -2 | 0 | 3 | 0% | -1% | 4 | 0 | 3% | -0.2%

(continued)
SMILES | D2 potentiator | D1 ag | D1 potentiator | Vif-A3G inh | Glioma ERSR ind | LDHA block | D1 antagonist | Vif-APOBEC3F blk | RXFP1 agonist
COc1ccc(Cl)cc1NC(=O)CN(C)C(=O)c1cc(-c2ccncc2)nc2ccccc12 | -29 | 3 | -4 | ? | -5% | 4 | -11 | -2% | 0.3%
Cc1ccc(C2N(c3ccc(Cl)c(Cl)c3)C(=O)C3CCCN32)o1 (stereo not given) | 0 | 5 | -2 | -5% | -3% | 0 | -14 | 4% | 1.9%
CN(C)/C=N/c1nc2nccc(-c3cccnc3)n2n1 | 4 | 2 | 1 | -3% | -3% | -4 | -5 | 11% | 22%
CC1C(=O)C(C)C(c2cccs2)NC1c1cccs1 (stereo not given) | -6 | 4 | -5 | -1% | -4% | -6 | -5 | 10% | 0.0%
Cc1ccccc1CC1(CO)CCCN(Cc2ccn[nH]2)C1 (stereo not given) | -8 | 1 | -4 | 2% | -3% | -1 | -17 | 4% | -2.1%
O=C(NC1CC1)C1CCN(c2nc3ccccc3s2)CC1 | 15 | -1 | -1 | 5% | 0% | -7 | 1 | -7% | 0.0%
COc1ccc(CCNC(=O)CCc2cn(C)c3ccccc23)c(OC)c1 | 1 | 0 | -2 | 1% | -3% | -2 | -22 | -22% | 1.8%
CCOC(=O)C1=NN(c2ccccc2)C2=NC(C)=C(C(=O)OC)C(c3cccs3)N12 (stereo not given) | nt | nt | nt | 1% | 0% | 0 | nt | 2% | nt
CCC(CC)C(=O)Nc1cc(C(=O)OC)cc(C(=O)OC)c1 | -7 | 1 | 5 | 3% | -1% | -5 | -3 | 0% | -0.2%
CC(C)(C)NC(=O)N1CCn2cccc2C1c1ccccc1F (stereo not given) | 5 | 2 | -9 | -3% | -4% | -5 | -3 | 5% | 4.9%
Cc1cccc(NC(=O)c2ccc(COc3ccc(Cl)cc3Cl)o2)n1 | -2 | 11 | -3 | -5% | -4% | 1 | 5 | -6% | 0.2%
CCc1nc(N2CCN(C(=O)CCl)CC2)c2c3c(sc2n1)CC(C)CC3 (stereo not given) | 7 | 1 | -6 | 1% | -14% | 2 | 7 | 16% | 13%
Cc1ccc(-n2nnnc2-c2cccs2)cc1[N+](=O)[O-] | nt | nt | nt | 2% | 0% | 0 | nt | -17% | nt
O=C(OC(C(=O)NCc1cccs1)c1ccccc1F)c1ccco1 (stereo not given) | 1 | 1 | 0 | 0% | -3% | -1 | 4 | -6% | 0.5%
COc1ccc(-c2noc(CN3CCCCC3)n2)cc1OC | -1 | 1 | 2 | 0% | 0% | -3 | -3 | -7% | 0.2%
Cc1cccc(Nc2ncnc3nc[nH]c23)c1 | -10 | 0 | -5 | -7% | 0% | -4 | 1 | 1% | -0.1%

High-throughput results from PubChem BioAssay.

This is a subset, so the mix of outcomes need not match the whole.
